# Source: PubChem BioAssay (several laboratories)
# CF NFkB inh = inhibitors of PAF-induced NF-kB signaling, primary screen, cell-based, GFP fluorescence, uHTS; KKLEB NF-kB-GFP reporter, GFP fluorescence overnight; inhibition, % at 5 µM; actives 0.86% (n = 360,000); AID 588850, 2011;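 active = at least 50% inhibition at 5 µM, scaled per plate between neutral and stimulator controls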;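 note: PAF is a Pseudomonas aeruginosa culture filtrate used as stimulus; plate controls were PAF-stimulated DMSO wells for no effect and unstimulated DMSO wells for full effect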
# KKLEB cytotox = cytotoxicity in KKLEB CF airway cells, primary screen, cytotoxicity control for CF NF-kB inhibitor project, cell-based, uHTS, fluorescence assay plates; KKLEB CF airway cells viability, ATPlite luminescence, overnight; stronger effect = lower value; cells stimulated with P. aeruginosa culture filtrate; activity change (cytotoxicity), % at 5 µM; actives 0.36% (n = 360,000);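 active = corrected activity change at or below -50% at 5 µM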
# NR2E3 ag-1 = inhibitors of NR2E3-RetCOR corepressor binding, primary screen, NR2E3 agonist project, biochemical, TR-FRET, GST-NR2E3, biotin-RetCOR; Photoreceptor-specific nuclear receptor (Homo sapiens), Q9Y5X4; 1536-well; inhibition of corepressor binding, % at 4.78 µM; actives 0.12% (n = 320,000); AID 2300, 2010;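 active = percent inhibition above the cutoff of mean plus 3 SD of all tested compounds, set per screening campaign, cut at about 20% in these data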;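 note: 0% = DMSO wells and 100% = biotin wells as full block of FRET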
# Target sequence (Q9Y5X4 whole entry, looked up): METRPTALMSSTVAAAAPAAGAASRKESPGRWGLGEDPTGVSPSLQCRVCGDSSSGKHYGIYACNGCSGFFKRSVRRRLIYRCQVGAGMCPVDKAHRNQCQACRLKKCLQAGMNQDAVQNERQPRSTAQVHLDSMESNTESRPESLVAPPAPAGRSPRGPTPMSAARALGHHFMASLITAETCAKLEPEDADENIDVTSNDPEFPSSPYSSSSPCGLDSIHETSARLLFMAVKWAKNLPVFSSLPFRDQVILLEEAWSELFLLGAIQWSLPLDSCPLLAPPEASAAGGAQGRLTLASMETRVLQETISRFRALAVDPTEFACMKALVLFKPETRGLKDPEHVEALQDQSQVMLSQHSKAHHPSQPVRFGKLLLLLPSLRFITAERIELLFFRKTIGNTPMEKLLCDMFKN
#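 System: GST-NR2E3 and biotin-RetCOR proteins; probe or stimulus: 7 nM biotin-RetCOR; doses: compound at 4.8 µM, single dose; schedule: Compound–protein incubation for 5 h at 4 °C; detection: time-resolved FRET; read-out: percent inhibition; controls: biotin wells as high control, 0.6% DMSO wells as low control; format: 1536-well plates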
# Shn3 inh set2 = reduction of Shn3 3'UTR firefly luciferase signal, primary screen, Schnurri-3 inhibitor project, cell-based, Clone20 osteoblasts, set 2; inhibition, % at 12.5 µM; actives 0.52% (n = 360,000); Clone20 osteoblast Shn3 3'UTR firefly luciferase, 24 h;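 active = mean inhibition of at least 75% with every replicate also reaching 75%; inconclusive = mean inhibition at least 75% but some replicate below; inactive = mean inhibition below 75%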;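 note: 0% = median of neutral control wells and 100% = pilot-screen positive control compound; some compounds past the cut are filed as inactive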
# iPSC survival up = enhancers of single-cell hiPSC survival, primary screen, ATPlite luminescence. 100% = ROCK inhibitor wells, 0% = DMSO. survival enhancement, % at 20 µM. actives 0.044% (n = 360,000). AID 602274, 2012; in the data active = survival enhancement above about 18%;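 note: cells exposed to compounds for 16 hours before the ATP read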
# C8 TRAIL sens = viability loss with TRAIL in NB7+C8 cells, primary screen, TRAIL sensitizer project, cell-based, ATPlite luminescence | actives 1% (n = 360,000) | inhibition (viability loss, TRAIL sensitization), % at 10 µM | AID 624354, 2012;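 active = compounds causing at least 50% loss of cell viability in the single-dose screen, relative to plate controls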
# HIF-2a inh = HIF-2a reporter inhibitors, primary screen, luminescence, 786-0 RCC cells. 786-0 RCC cells HIF-2a reporter, luciferase luminescence, overnight. actives 0.72% (n = 360,000). inhibition, % at 18.8 µM;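 active = inhibition of the luminescence signal of 40% or more relative to plate controls, in a single-dose primary screen at 18.75 µM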
# MITF TRPM1 inh = inhibitors of MITF-dependent TRPM1 promoter reporter, primary screen, cell-based, SK-MEL-5, single point, luciferase | inhibition, % at 12.5 µM | SK-MEL-5 TRPM1 promoter luciferase, 24 h | actives 0.83% (n = 330,000) | AID 488899, 2010;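 active = mean inhibition across replicates of 60% or more, whatever share of single replicates reaches that level; inconclusive = some that reach 60%, reason not given; inactive = mean inhibition across replicates below 60%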; note: values of inactives mirror those of a sister screen read the other way
# NR2E3 ag-2 = NR2E3 agonists in two-hybrid cells, primary screen, cell-based, luminescence, CHO-S, Gal4-NCOR/VP16-NR2E3 | AID 602229, 2012 | luciferase | actives 0.35% (n = 360,000) | inhibition of corepressor binding, % at 3.98 µM;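 active = inhibition above the mean of all tested compounds plus 3 SD, cut at about 70% in these data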;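 note: 0% = DMSO with NR2E3 transfected cells and 100% = cells lacking NR2E3 construct; higher means lower luciferase signal from less NR2E3 corepressor binding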
# Peg3 promoter = Peg3 promoter-driven luciferase inhibitors, primary screen, cell-based, HeLa, luciferase luminescence | HeLa PEG-Prom luciferase reporter, overnight | inhibition, % at 20 µM | actives 1.7% (n = 360,000) | AID 588405, 2011;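 active = inhibition of at least 50% at 20 µM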
# LMP1 NFkB inh = EBV LMP1-driven NF-kappaB luciferase reporter inhibitors, primary screen, cell-based, luminescence, single point | LMP1-induced NF-kappaB luciferase reporter cells | actives 0.69% (n = 350,000) | AID 504558, 2011 | inhibition, % at 12.5 µM; in the data active = inhibition above about 41%; inconclusive = no clear call, values can overlap the other calls;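 note: 0% = neutral control wells and 100% = reference inhibitor control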
# * = called active by the depositor; ? = inconclusive; . = not tested or not shown.
SMILES,CF NFkB inh,KKLEB cytotox,NR2E3 ag-1,Shn3 inh set2,iPSC survival up,C8 TRAIL sens,HIF-2a inh,MITF TRPM1 inh,NR2E3 ag-2,Peg3 promoter,LMP1 NFkB inh
Cc1cc(C)nc(N/N=C/C2=C(O)CC(c3ccc(F)cc3)CC2=O)n1 (configuration not stated),6.2,-0.9,-2.3,?,0.2,6.2,22.6,.,11.3,41.1,.
CC1(c2ccc(Cl)cc2)NC(=O)N(CC(=O)N2CCCC2)C1=O (configuration not stated),6.7,-7.0,2.8,-6.7,-1.2,-0.3,8.4,5.2,-25.2,15.6,1.2
COC(=O)[C@]12C(=O)NC[C@H](CN1c1ccc(C(F)(F)F)cc1)N2C,10.1,-29.4,.,-9.1,-3.0,10.2,11.1,-1.0,-42.5,8.0,-5.6
CC1CCCC(C)N1C(=O)c1cc(-c2ccco2)on1 (configuration not stated),-6.9,0.6,1.7,-47.9,-0.2,2.5,-49.2,-30.0,-20.6,-39.8,-24.4
COc1cc(F)ccc1-c1csc(C(NC(C)=O)c2cccc(F)c2)n1 (configuration not stated),12.2,-8.6,.,0.7,-1.5,2.8,-23.9,.,-9.3,-14.4,.
CCOC(=O)CC(=O)CSc1ccc2nnc(-c3cccc(F)c3)n2n1,-17.3,7.1,4.4,-8.1,-1.5,5.2,19.7,4.6,-9.2,14.3,5.9
CC(C)n1c(SCC(=O)Nc2ccccc2)nc2c1c(=O)[nH]c(=O)n2C,7.6,-0.1,-4.7,24.6,-0.5,-10.0,16.4,-56.9,-18.3,18.3,-8.2
CC(C)CNC(=O)c1cc2nc(C3CC3)cc(C(F)(F)F)n2n1,4.5,4.7,1.2,5.1,1.3,5.9,-1.9,-12.4,-0.4,-3.6,3.2
COc1cc(-c2nnc(NC(=O)CCS(=O)(=O)c3ccc(F)cc3)o2)cc(OC)c1OC,54.1*,-29.5,4.2,-25.0,0.6,11.2,-2.7,2.0,-17.2,-10.0,11.9
Cn1c(=O)c2c(nc(SCC(=O)c3cccs3)n2Cc2ccc(F)cc2)n(C)c1=O,16.4,-13.2,1.6,10.1,-1.5,4.3,-22.5,-14.8,-7.5,23.5,9.9
CCOc1ccc(NC(=O)CN(C)C(=O)c2ccc(=O)[nH]c2)cc1OCC,15.3,1.3,.,-2.3,-0.5,-9.7,12.5,-7.0,-15.3,16.8,-8.0
C=Cc1cc2c(cc1O)CCC1C2CCC2(C)C(O)CCC12 (configuration not stated),21.5,3.2,.,6.5,-2.1,6.5,-1.3,-4.8,10.3,5.7,2.7
CN(C)C(CNC(=O)c1cccc(S(=O)(=O)N2CCN(c3ccccc3)CC2)c1)c1ccccc1 (configuration not stated),-3.7,4.5,.,78.0,-0.6,-4.6,3.0,1.2,9.9,3.8,-8.2
CCOc1ccc2oc(C(=O)OCC(=O)NC3CCCC3)c(C)c2c1,-15.7,5.9,3.6,-12.3,-0.6,2.3,-36.3,2.2,-30.1,-27.9,-5.6
Cc1ccccc1C(=O)OCC(=O)N1CC(=O)Nc2ccccc21,-9.7,16.2,.,0.7,0.5,-14.7,-11.7,.,-8.7,-4.1,1.9
Cc1ccc(Nc2ncnc(N)n2)cc1,6.2,-0.8,-0.3,-9.7,-0.7,-0.4,-120.0,-33.2,-15.2,-86.3,-9.5
CC12CCC(C(=O)Nc3ccccc3Br)(C/C1=N\O)C2(C)C (configuration not stated),1.5,-3.2,-1.6,9.4,-0.6,2.5,17.1,7.6,3.4,9.5,-1.0
CC(=O)Nc1ccc(S(=O)(=O)Nc2cc(S(=O)(=O)N3CCCCC3)ccc2O)cc1,21.7,-9.8,.,3.6,0.4,-29.3,1.7,9.3,-7.2,5.2,-6.6
O=C(COc1ccc2c3c(c(=O)oc2c1)CCCC3)NCc1cccnc1,-35.6,-3.8,0.7,12.8,0.0,-7.2,-14.8,-7.0,-17.5,-30.8,-4.0
O=C(Cc1ccc([N+](=O)[O-])cc1)N1N=C2CCCCC2C1(O)C(F)(F)F (configuration not stated),4.0,7.9,0.2,17.0,-0.4,5.7,23.9,2.6,10.3,12.8,-5.0
Cc1ccc(NC(=S)NCC(C)CSc2ccc(Cl)cc2)cc1 (configuration not stated),-3.3,8.9,-0.8,4.7,-0.2,13.7,1.6,8.3,-37.0,2.5,-3.4
CCCc1c(C(=O)N/N=C/c2ccncc2)nnn1-c1nonc1N,12.2,0.4,.,1.2,0.1,-3.6,11.5,4.4,-0.5,7.3,0.6
COc1cc(NC(=O)C2CCN(c3cnccn3)CC2)cc(OC)c1OC,2.5,-6.5,-3.8,-12.9,0.1,-14.5,4.1,-3.7,-6.1,13.1,7.0
COc1ccccc1N1CCN(C(c2cccs2)C(C)NS(=O)(=O)c2ccccc2)CC1 (configuration not stated),-19.1,26.8,2.4,33.3,-0.7,-6.1,-3.0,.,27.4,-8.1,0.9
CC1CCN(C(=O)c2cc(S(=O)(=O)N3CCCCC3)c[nH]2)CC1,-5.8,2.9,-0.1,-7.0,-1.4,4.3,12.4,.,13.7,21.3,7.1
Cc1nnc(SCC(=O)Nc2ccc(F)cc2F)n(N)c1=O,-18.8,15.1,-1.0,9.0,-0.2,-2.6,3.8,13.9,-15.8,4.6,1.6
O=S(=O)(NCC1CCN(c2ccc(S(=O)(=O)N3CCOCC3)cc2)CC1)c1ccc(F)cc1,21.7,2.7,4.3,31.6,-0.6,-2.8,30.8,.,20.4,28.1,0.7
O=C(COC(=O)Cc1ccsc1)Nc1cccc(F)c1,21.6,2.1,4.1,-1.1,-3.3,-12.3,-2.8,4.4,6.6,3.0,0.6
CC1=NOC(=O)/C1=C/c1ccc(O)c(Br)c1,3.3,-1.2,2.9,-1.8,-0.3,-5.9,11.7,2.3,-7.3,-11.2,9.5
COCCC(=O)NC12CC3CC(CC(C3)C1)C2,-11.7,6.1,0.3,-10.5,-1.4,-29.5,23.4,14.1,-0.4,4.0,-1.2
CC(C)NS(=O)(=O)c1ccc(NC(=O)C(C)OC(=O)C2CCC2)cc1 (configuration not stated),10.6,-0.8,3.5,6.3,0.1,18.2,-12.3,-5.3,-13.4,5.4,2.1
CCn1c(=N)n(CC(=O)c2ccc(OC)c(OC)c2)c2ccccc21,-8.2,8.9,-0.1,5.3,4.0,-22.6,12.3,-2.2,-4.0,-2.1,-3.2
CC(=O)N1c2c(cc(Br)cc2S(=O)(=O)N2CCN(c3ccccc3F)CC2)CC1C (configuration not stated),-3.9,-0.5,-0.1,31.5,-0.1,12.3,11.6,14.2,-29.2,17.7,1.3
Cc1cc(C)n2c(SCc3ccc(Br)cc3)nnc2n1,7.4,0.1,5.7,7.4,-0.6,-13.0,-56.8,.,-10.0,-29.6,.
CC[C@H](C)[C@@H](CO)NC(=O)[C@H]1O[C@@H](n2ccc(=O)[nH]c2=O)[C@H](O)[C@@H]1O,-14.2,0.6,.,-10.1,-0.5,7.2,1.4,.,9.1,-5.6,.
CN(C)S(=O)(=O)c1ccc(S(=O)(=O)N(CC(=O)Nc2ccccc2)Cc2ccco2)cc1,17.6,-4.1,-1.2,0.8,0.2,1.0,7.4,4.1,-13.9,3.0,-4.8
Cn1c(CCC(=O)OCC(=O)NCc2ccccc2Cl)nc(=O)c2ccccc21,1.9,1.8,0.2,11.0,0.0,-6.8,-14.5,-4.0,-46.5,-9.3,-2.9
CS(=O)(=O)Oc1ccc2c(c1)O/C(=C\C=C\c1ccccc1)C2=O,-12.9,3.6,2.7,.,-0.6,16.1,12.5,3.5,-21.1,-6.5,2.7
C=CCN1C2CCCC1CC(NC(=O)Nc1cc(C)cc(C)c1)C2 (configuration not stated),0.4,7.5,4.2,-3.5,3.0,0.2,12.5,7.5,-2.3,11.2,-4.9
COc1ccc(C(=O)NC(=O)COC(=O)c2ccc(C)o2)cc1,-20.0,11.1,3.8,21.8,-2.7,-9.9,4.4,-4.4,-13.9,-17.6,-3.4
CCC1=NN(C(=O)C(=O)NCCc2ccccc2)C(O)(C(F)(F)F)C1 (configuration not stated),7.4,-2.7,0.3,1.5,3.2,13.9,-0.3,-1.1,1.5,16.4,-24.8
COc1ccc(N(CC(=O)O)S(=O)(=O)c2cccnc2)cc1,-5.0,4.3,2.3,-6.9,-3.4,-7.8,19.7,-2.4,0.1,11.3,8.2
O=C(COC(=O)c1cc(=O)[nH]c2ccccc12)Nc1ccc(F)cc1,0.2,0.3,.,-14.5,-0.9,-7.6,9.9,7.1,6.8,16.1,3.8
CCOC(=O)C1=C(C)N=c2s/c(=C3/C(=O)Nc4ccccc43)c(=O)n2C1c1ccc(C)cc1 (configuration not stated),1.7,5.0,0.5,8.7,11.2,1.5,17.1,-0.8,-2.5,26.0,-13.7
COc1ccccc1NS(=O)(=O)c1cc(NC(=O)c2sccc2C)ccc1N1CCOCC1,11.3,-4.0,2.1,.,0.2,-0.6,24.2,-9.3,-0.4,13.4,-16.6
CCOc1ccccc1OCCCOc1ccc(C)cc1Cl,-1.2,14.8,-1.9,-49.9,1.9,13.7,-175.0,-58.2,-24.8,-145.1,-7.9
COc1ccc(-c2noc(C3CCCN(C(=O)CCc4ccccc4)C3)n2)cc1 (configuration not stated),2.3,-5.9,-2.3,-12.1,1.8,-3.4,-29.8,-9.6,-12.3,-33.1,2.7
COC(=O)c1cn(C(=O)/C=C/c2ccc(OC)c(OC)c2)c2ccccc12,12.1,-16.4,1.0,-38.4,0.4,-0.8,-86.4,-20.2,-5.7,82.1*,-33.4

# Some of the compounds tested; count on the stated rates, not on these rows.
